Screening results (PubChem BioAssay)
SENP1 inh – human SENP1 catalytic domain inhibitors, primary screen, biochemical, FRET, uHTS | Sentrin-specific protease 1 (Homo sapiens), Q9P0U3 | recombinant SENP1 catalytic domain, CyPet-SUMO1-YPet FRET cleavage | inhibition, % at 10 µM | hit rate 0.21% among 360,000 | AID 624204, 2012;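 active = inhibition at least 30% at 10 µM, raw YFP signal under a set limit, fluorescence ratio 0.5 to 1.5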;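 also: 0% = enzyme with DMSO and 100% = no enzyme wells; some results filed as inactive read as strong as hits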
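Compound: 10 µM single point, 0.5% DMSO; Test system: hSENP1 catalytic domain, recombinant; Timing: 50 min reaction at room temperature; Technique: FRET, CFP and YFP emission; Control set: no-enzyme wells low, DMSO-plus-enzyme wells high control.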
MPTP inh – mitochondrial permeability transition pore inhibitors, primary screen, biochemical, isolated mouse mitochondria, absorbance | Ca2+ swelling absorbance, 30 min | inhibition, % at 10 µM | hit rate 1.4% among 360,000 | AID 602449, 2012;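 active = inhibition of 50% or more, scaled per plate between neutral and stimulator controls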;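 also: 0% = DMSO wells given calcium and 100% = 1 mM EGTA wells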
NR3A LBD binder – binders of NR3A ligand-binding domain, primary screen, biophysical, differential scanning fluorimetry, uHTS. Glutamate receptor ionotropic, NMDA 3A (GRIN3A) ligand-binding domain. NR3A LBD differential scanning fluorimetry, Tm shift; 0% = protein alone, 100% = glycine-bound protein. Tm shift relative to glycine control, % at 25 µM. hit rate 2.5% among 340,000;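 active = melting temperature shift of at least 10% of the positive control shift, at one fixed dose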
SENP6 inh – SENP6 protease inhibitors, primary screen, biochemical, luminescence, uHTS. AID 2599, 2010. hit rate 1.8% among 330,000. Recombinant SENP6 catalytic domain, aminoluciferin luminescence. inhibition, % at 10 µM. Sentrin-specific protease 6 (Homo sapiens), Q9GZR1;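 active = inhibition above about 50% at the single tested dose, limit read from the data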;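 also: plate controls were DMSO wells with enzyme for no effect and DMSO wells lacking enzyme for full effect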
Target sequence (Q9GZR1 628-1112 limits assumed): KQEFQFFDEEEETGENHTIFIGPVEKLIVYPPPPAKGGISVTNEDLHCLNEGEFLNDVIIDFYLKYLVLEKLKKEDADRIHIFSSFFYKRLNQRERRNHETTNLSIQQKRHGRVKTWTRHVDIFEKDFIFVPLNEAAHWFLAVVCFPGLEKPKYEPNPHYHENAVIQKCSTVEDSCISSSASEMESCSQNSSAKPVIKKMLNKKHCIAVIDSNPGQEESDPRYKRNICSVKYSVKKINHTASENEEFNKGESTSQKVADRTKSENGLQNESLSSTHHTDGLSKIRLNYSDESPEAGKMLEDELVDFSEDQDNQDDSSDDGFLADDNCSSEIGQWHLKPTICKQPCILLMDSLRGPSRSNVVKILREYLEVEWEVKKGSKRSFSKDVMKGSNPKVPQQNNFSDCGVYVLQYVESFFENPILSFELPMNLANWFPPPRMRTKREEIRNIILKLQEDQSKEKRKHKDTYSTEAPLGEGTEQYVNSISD
ATG4B inh – ATG4B protease inhibitors, primary screen, biochemical, fluorescence, uHTS; inhibition, % at 8.33 µM; hit rate 0.51% among 340,000; ATG4B cleavage of LC3-PLA2, NBD-HPC fluorescence, 1 h; in the data active = inhibition above about 40%
Target sequence (Q9Y4P1 whole entry, looked up): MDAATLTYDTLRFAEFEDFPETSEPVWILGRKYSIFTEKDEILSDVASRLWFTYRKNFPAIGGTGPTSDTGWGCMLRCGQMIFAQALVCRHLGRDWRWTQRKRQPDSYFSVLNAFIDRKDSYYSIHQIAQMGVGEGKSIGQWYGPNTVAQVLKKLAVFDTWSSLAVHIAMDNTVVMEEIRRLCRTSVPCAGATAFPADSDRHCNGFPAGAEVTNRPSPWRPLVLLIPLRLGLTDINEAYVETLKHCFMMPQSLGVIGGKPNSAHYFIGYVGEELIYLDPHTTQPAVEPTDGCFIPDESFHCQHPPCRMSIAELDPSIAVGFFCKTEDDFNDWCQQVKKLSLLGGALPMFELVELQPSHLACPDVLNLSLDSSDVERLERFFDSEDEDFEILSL
PfGluPho inh – PfG6PD enzyme inhibitors, primary screen, biochemical, fluorescence intensity, uHTS. hit rate 0.78% among 350,000. AID 504690, 2011. PfGluPho enzyme, NADPH resazurin-diaphorase fluorescence. inhibition, % at 20 µM;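 active = inhibition reaching at least a set limit at 20 µM in the primary screen, cut at about 59% in these data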;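 also: 0% = DMSO wells with substrate and 100% = DMSO wells lacking glucose-6-phosphate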
hIAP activ – human IAP activators, primary screen, biochemical, luminescence, uHTS; Intestinal-type alkaline phosphatase (Homo sapiens), P09923; purified human IAP, CDP-Star luminescence, 30 min; active compounds read high; 1 = vehicle-only enzyme, 0 = enzyme-free background; activation factor at 10 µM; hit rate 0.16% among 330,000;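 active = activation factor of the enzyme at least 2-fold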; also: the source names both 10 and 20 µM as test concentration; values of inactives mirror those of a sister screen read the other way
SENP8 block – human SENP8 protease inhibitors, primary screen, biochemical, fluorescence, Nedd8 protein substrate, uHTS | Sentrin-specific protease 8 (Homo sapiens), Q96LD8 | recombinant SENP8 | inhibition, % at 20 µM | hit rate 0.64% among 360,000 | AID 602440, 2012; in the data active = inhibition mostly above about 40%, no sharp cut-off; inactive = mostly below about 27%
* hit, by the source's call; i = inactive; . = no result given.

#	SMILES	SENP1 inh	MPTP inh	NR3A LBD binder	SENP6 inh	ATG4B inh	PfGluPho inh	hIAP activ	SENP8 block
1	COc1ccccc1N(Cc1ccccc1)S(=O)(=O)c1cccc(C(=O)Nc2ccccn2)c1	2.4	-0.9	-0.8	-2.9	-7.5	14.1	0.934	-3.4
2	COC(=O)CC1C(=O)NCCN1C(=S)Nc1cccc(C)c1 (stereo not given)	2.5	0.0	-4.8	-20.1	3.3	-5.4	1.02	9.2
3	COCCNC(=S)N(CCN(C)C)Cc1cc2cc3c(cc2[nH]c1=O)OCO3	2.5	-0.7	1.9	-4.8	-7.3	-12.4	1.11	-314.5
4	O=C(/C=C/Nc1ccccc1C(=O)O)c1cccs1	-31.8	12.8	-4.8	91.6*	-3.6	0.5	0.871	-50.7
5	CSc1ccc(C(c2c(C(=O)O)[nH]c3ccccc23)c2c(C(=O)O)[nH]c3ccccc23)cc1	-126.5	-0.2	-0.9	7.8	20.6	-11.6	1.06	-333.1
6	CCN(c1ccccc1)S(=O)(=O)c1cc2c(cc1C)NC(=O)CO2	-0.4	2.0	-0.2	-6.2	-15.2	-17.0	1.03	1.7
7	O=C(OCC(=O)c1ccc[nH]1)c1ccc(Br)cc1	-3.6	0.4	0.3	9.4	9.9	2.4	0.905	-11.0
8	N#C/C(=C\c1ccc(F)cc1)C(=O)NC1CCS(=O)(=O)C1 (stereo not given)	-0.4	-2.6	-1.6	-9.4	-3.0	2.5	1.07	16.8
9	O=S(=O)(Nc1ccc(F)cc1Cl)c1ccc(-c2cnc(C3CC3)o2)cc1	0.8	10.3	0.2	9.5	-11.2	-25.5	1.17	-5.7
10	Cc1cccc(C)c1NC(=O)CNC(=O)CCC(=O)c1cccs1	-10.3	2.6	-1.1	-9.5	-21.9	-6.1	1.12	-3.9
11	CO/N=C/C1CCN(c2ncc(C(F)(F)F)cc2Cl)C1=O (stereo not given)	-1.6	0.2	2.1	-7.8	-2.8	6.0	0.996	1.8
12	CC(=O)c1c(C)n(-c2ccc(C)cc2)c2ccc(O)cc12	2.7	3.4	-5.1	10.3	-0.2	-5.2	0.809	-21.6
13	O=[N+]([O-])c1cccc(/C=N/Nc2nnc(-c3ccccc3)c(-c3ccccc3)n2)c1	3.4	5.6	-1.7	-12.5	6.8	-7.1	1.08	22.0
14	COc1ccc(CCNC(=O)CSc2nc(C)nc3c2oc2ccccc23)cc1OC	0.2	0.8	0.5	7.1	-6.3	9.3	1.03	21.5
15	CSc1ncc(CN2CCCCC2C(=O)Nc2ccc(Oc3ccccc3)nc2)cn1 (stereo not given)	-1.9	-2.0	1.1	2.4	-5.5	1.7	1.16	3.7
16	Cc1ccc(NC(=O)CSCC(=O)N(C)CC(=O)Nc2c(C)cccc2C)cc1	3.6	0.7	.	.	.	-2.9	.	10.6
17	CCOC(=O)c1c(C)[nH]c(C)c1S(=O)(=O)NCCCc1ccco1	-2.2	-1.2	0.4	7.0	-0.4	6.0	1.21	3.9
18	Cn1nc(C(F)(F)F)c(C#N)c1N1CCN(c2ccc(F)cc2)CC1	1.4	-3.3	1.6	-9.3	-3.4	12.1	1.01	17.5
19	CC(C)C1C(=O)N(Cc2cn(CCC3OCCCO3)nn2)CCS(=O)(=O)N1Cc1ccc(-c2cccc(CO)c2)cc1 (stereo not given)	2.4	-0.1	.	.	.	-5.0	.	10.9
20	CC1CCCCN1CCCNC(=O)c1nn(C)c2c1CS(=O)(=O)c1ccccc1-2 (stereo not given)	0.0	-0.2	5.2	-23.9	1.9	-13.8	0.976	11.2
21	Cc1ccccc1N1CCN(S(=O)(=O)c2cccs2)CC1	0.3	1.5	-3.7	5.1	31.0	-1.3	0.968	3.8
22	COc1ccccc1C(=O)Nc1ccon1	-11.1	0.3	-0.1	-14.2	-9.1	-13.8	0.817	6.1
23	Cc1cc(C)cc(OCc2nnc(SCC(=O)N3CCCCC3)o2)c1	-2.4	9.1	-2.4	-7.1	-6.9	9.1	0.992	3.5
24	CC(=O)Nc1ccc(S(=O)(=O)Nc2ccc(Cc3ccncc3)cc2)cc1	0.9	0.5	1.3	-5.8	-11.0	-4.6	1.09	-1.8
25	CCCOC1CCCN(C(=O)c2cc(COc3cncc(Cl)c3)on2)C1 (stereo not given)	-0.2	1.2	3.7	15.0	5.2	3.1	1.19	-0.9
26	C/C(=N/O)c1ccccn1	1.1	2.4	-1.1	-7.7	-26.1	-1.9	0.97	50.9*
27	Cc1ccccc1NC(=O)COC(=O)c1ccc2nc(C)c(C)nc2c1	-0.4	-2.6	-0.2	-24.9	-3.3	1.7	0.94	4.9
28	COc1ccc(CCNc2nc(C)cc(C)c2C#N)cc1OC	-23.6	0.4	-0.5	-11.9	-2.0	5.5	1.32	-289.1
29	O=C(O)CSc1cccc[n+]1[O-]	2.1	-0.3	1.0	-1.3	-3.1	7.2	0.931	5.0
30	Cc1ccccc1NS(=O)(=O)c1csc(C(N)=O)c1	-0.6	0.4	1.2	2.0	3.5	-12.8	0.967	13.3
31	COc1ccc(-c2noc(CCC(=O)N3CCN(c4cc(C)ccc4C)CC3)n2)cc1	1.4	-2.0	2.8	-18.0	-5.9	-9.0	0.738	19.4
32	O=C(Nc1ccn(-c2ccccc2)n1)c1ccccc1Br	2.3	0.6	0.1	5.2	-1.2	15.7	0.983	6.4
33	CC(C)OC(=O)Nc1ccc(-c2ccc(NC(=O)OC(C)C)cc2Cl)c(Cl)c1	2.3	0.6	3.2	-10.6	-0.1	15.1	0.942	19.7
34	C[C@]12CC[C@H](O)CC1=CCC1C2CC[C@@]2(C)C1CC[C@@H]2NC(=O)[C@@H](N)CO (stereo not given in full)	-10.2	-1.2	-1.3	.	-1.5	4.4	.	18.3
35	Cc1nn(-c2ccc(Cl)cc2)c(Cl)c1/C=N/NC(=O)c1ccc(NS(=O)(=O)c2cccs2)cc1	-5.0	3.2	13.8*	-8.5	-7.0	14.2	1.04	1.0
36	C/C(=N\Nc1ccc([N+](=O)[O-])cc1)c1ccco1	-20.2	12.8	2.2	74.3*	-1.5	20.7	0.919	-20.4
37	CCSC1=NC(=O)/C(=C2/C=Cc3ccccc3N2CC)S1	6.2	-1.8	-9.3	-12.5	13.0	16.8	0.79	25.7
38	COc1cc(NC(=O)COc2cc(O)c3c(c2)OC(C)(C)CC3=O)cc(OC)c1	-0.2	0.6	-5.6	-5.3	-13.6	-12.1	0.942	3.4
39	CCOC(=O)c1cc(C(=O)Nc2sc3c(c2C#N)CCCC3)nn1C	-6.6	0.8	-0.8	-6.9	-4.1	26.9	0.919	-165.1
40	COc1cccc(NC(=O)CN(C)CC(=O)Nc2ccc3c(c2)OCO3)c1	2.8	0.3	2.2	-4.5	-7.1	11.1	1.02	6.0

Another view of 4 compounds above.
35: Cc1nn(-c2ccc(Cl)cc2)c(Cl)c1/C=N/NC(=O)c1ccc(NS(=O)(=O)c2cccs2)cc1
36: C/C(=N\Nc1ccc([N+](=O)[O-])cc1)c1ccco1
37: CCSC1=NC(=O)/C(=C2/C=Cc3ccccc3N2CC)S1
38: COc1cc(NC(=O)COc2cc(O)c3c(c2)OC(C)(C)CC3=O)cc(OC)c1
assay / entry	35	36	37	38
SENP1 inh	-5.0	-20.2	6.2	-0.2
MPTP inh	3.2	12.8	-1.8	0.6
NR3A LBD binder	13.8*	2.2	-9.3	-5.6
SENP6 inh	-8.5	74.3*	-12.5	-5.3
ATG4B inh	-7.0	-1.5	13.0	-13.6
PfGluPho inh	14.2	20.7	16.8	-12.1
hIAP activ	1.04	0.919	0.79	0.942
SENP8 block	1.0	-20.4	25.7	3.4

(further entries)
Value order: SENP1 inh, MPTP inh, NR3A LBD binder, SENP6 inh, ATG4B inh, PfGluPho inh, hIAP activ, SENP8 block
[41] CC1CCCCC12NC(=O)N(CC(=O)Nc1ccc(Cl)c(S(=O)(=O)N3CCOCC3)c1)C2=O (stereo not given)
 : 2.3, -1.2, 0.9, -2.5, -14.1, -5.7, 0.908, 22.1
[42] CC(C)OC(=O)CSc1nc(N)c(C#N)cc1C#N
 : -0.7, -0.6, -0.1, -35.9, -9.0, 4.7, 0.897, -158.3
[43] CCOCCCNC(=O)CCCC1=NS(=O)(=O)c2ccccc2N1
 : -2.1, 8.7, 0.9, -0.2, 2.1, -2.3, 0.99, 5.2
[44] COc1ccc(-n2c(CNC(=O)c3ccc(S(=O)(=O)N4CCCC4)cc3)n[nH]c2=S)cc1
 : -0.3, -2.3, 2.0, -21.9, -6.7, 27.0, 0.885, 5.9
[45] CCc1ccc2c(c1)C(C)=CC(C)(C)N2
 : -14.0, 1.2, -0.2, -18.3, -1.9, 6.6, 1.06, -335.7
[46] COc1ccc(C(C)=O)cc1CSc1nncn1C
 : 2.2, -2.6, -1.0, -16.4, -2.3, 8.9, 0.912, 1.9
[47] Cc1ccc(-n2c(CNc3ccc(C)c(Cl)c3)n[nH]c2=S)cc1
 : 0.6, -0.1, -7.4, 1.4, -1.1, 16.3, 0.994, 13.2
[48] O=Cc1ccc(-c2cccs2)s1
 : -140.2, -1.0, -1.0, ., 6.7, 14.8, ., i
[49] CCOC(=O)c1sc(=S)n(-c2ccc3c(c2)OCO3)c1N
 : -18.6, -0.4, 4.3, -7.1, 1.8, 41.2, 1.13, 3.6
[50] Cc1cc(C(=O)Nc2ccc(F)cc2C)n(-c2ccccc2)n1
 : 1.6, 1.9, 1.7, -18.0, -3.2, 0.0, 1.11, 16.8
[51] COc1cccc(CN(C)C(=O)c2cccc(OC3CCN(C4CCCC4)CC3)c2)c1
 : -0.8, 0.8, -0.9, 6.5, 15.4, -14.3, 1.29, 11.3
[52] CCOC(=O)CC(NC(=O)c1ccc(C)cc1)c1ccc(C)cc1 (stereo not given)
 : 0.4, 0.2, 0.7, -4.1, -11.7, 2.2, 0.913, 21.5
[53] C[C@H](CO)N1C[C@H](C)[C@@H](CN(C)S(=O)(=O)c2cn(C)cn2)Oc2c(NS(=O)(=O)c3ccc(F)cc3)cccc2C1=O
 : 1.9, 1.1, -3.3, -6.7, 5.1, -9.4, 0.984, 10.7
